Bioassay records deposited in PubChem BioAssay by National Center for Advancing Translational Sciences (NCATS).
TGFb SMAD3 inh – TGF-b pathway inhibition | HepG2 CAGA-GFP TGF-b/SMAD3 reporter, GFP fluorescence, 18 h; TGF-beta stimulated, 500 pg/mL final | Potency, µM (titrated, usually from 46.1 µM), without a hit: at the top dose activity, negative = inhibition, actives largely listed as inhibitors | 410,000 compounds, 1.2% hits; note: % is set by controls: 0 for no effect and ±100 for the full control effect; nearly all actives have a fitted effect of over 65% in size
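Using HEPG2 CAGA-GFP reporter cells at 1000 cells/well, we pinned test compounds, stimulated with recombinant TGF-beta (500 pg/mL final) and measured total well GFP after 18 h.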
Nrf2 activator – activators of Nrf2 (ARE) signaling; AREc32 ARE-luciferase reporter (MCF7-derived line), luminescence, 24 h; Potency, µM (titrated, usually from 46.1 µM), for inactives: at the top dose activation, hits mostly activators; 410,000 compounds, 0.31% hits; note: % of control where 0% means no effect; nearly all actives have a fitted effect of over 65% in size
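AREc32_Fluc, 1000 cells/well, OPTI-MEM + 5% FBS, o/n 37 deg C 5% CO2; 23 nL cpd by pin tool, 24 hr; Steady-Glo 30 min RT, luminescence.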
A549 viability – kills or reduces viability of A549 cells in Nrf2 counter-screen | Potency, µM (series often up to 46 µM), for the others: at the highest dose activity change, negative = cytotoxicity, actives largely listed as inhibitors | 390,000 compounds, 0.16% hits | AID 504648 | A549 ARE-Fluc cells, CellTiter-Fluor viability, 18-24 h; note: % is set by controls: 0 for no effect and ±100 for the full control effect
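A549 ARE_Fluc cells in 5% FBS OPTI-MEM were exposed to compounds in concentration-response for 18-24 h at 37 deg C. Viability was read by CellTiter-Fluor fluorescence (Ex 405/Em 525) after 30 min, before the luciferase read.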
* hit, by the source's call; ? = inconclusive; [ ] = another dose, or the depositor's remark. Calls come from the whole dose curve; as a rule, active = well fitted curve in the direction sought with a large enough effect; inconclusive = small, poorly fitted or top-dose-only effect, or another doubt; inactive = no such curve, though single readings can be large; an effect the other way counts as inactive or inconclusive. Potency is the fitted concentration of half-maximal effect. This is a subset (hit frequency here may not be typical).

SMILES	TGFb SMAD3 inh	Nrf2 activator	A549 viability
COc1ccc(N2CCN(C(=O)c3cnc(N4CCOCC4)c4ccccc34)CC2)cc1	20%	-0.1%	11%
COc1ccc(NC(=O)c2oc3ccc(S(=O)(=O)N4CCCCC4)cc3c2C)cc1	49%[activator]	3.9%	-7%
Cc1cc(C)c(Cn2cnc3nc4c(cc3c2=O)CCCC4)c(C)c1	-2%	-0.4%	0%
CCN(CC)c1ccc(C(=O)NCc2ccc3c(c2)CCN3C(=O)c2ccc(F)cc2)cc1	22%	-0.4%	-8%
O=C(Cc1ccc(-c2ccccc2)cc1)NCCS(=O)(=O)N1CCN(c2ccc(F)cc2)CC1	-3%	-1.0%	3%
COc1ccc(S(=O)(=O)NCCc2csc(-c3ccc(F)cc3)n2)cc1	?	5.0%	-5%
Cc1nn(C(=O)c2ccccc2F)c(C)c1S(=O)(=O)N1CCOCC1	30%	-0.1%	-11%
Clc1ccc(CSc2nc(NCCc3ccccc3)c3ccccc3n2)cc1	0%	11%	0%
Cc1ccc(-n2ncc3c(NCCO)ncnc32)cc1Cl	37%[activator]	0.9%	11%
CCC(CC)C(=O)Nc1ccc(OCc2cc(=O)n3ccc(C)cc3n2)cc1	-1%	3.2%	2%
CCCCc1nn2c(=O)cc(COC(=O)c3cccc(NC(=O)c4cccs4)c3)nc2s1	5%	3.0%	5%
COc1cccc(Cn2c(CNC(=O)CCc3ccccc3)nc3cccnc32)c1	-19%	0.5%	0%
O=c1cc(-c2ccccc2)n2c(SCc3ccccc3Cl)nnc2[nH]1	-1%	-0.5%	-2%
COc1cc(OC)c(NC(=O)NCc2ccc3c(c2)CCN3C(C)=O)cc1Cl	-10%	0.0%	8%
CCOc1ccccc1NC(=O)COc1cccc2c(=O)n(CCOC)ccc12	-1%	5.2%	-11%
COc1ccc(OC)c(CNC(=O)CN2CC(C)Sc3ccccc32)c1 (stereo unspecified)	-8%	5.1%	15%
COc1ccc(F)cc1S(=O)(=O)NCC(c1ccco1)S(=O)(=O)c1ccc(F)cc1 (stereo unspecified)	?	?	1%
Cc1onc(-c2ccccc2Cl)c1C(=O)Oc1ccc(Cl)cc1Cl	?	0.0%	1%
O=C(/C=C/c1ccccc1)N1CCN(Cc2cc(=O)n3nc(-c4ccccc4)sc3n2)CC1	-24%	7.2%	0%
COc1ccc(-c2nn3c(=O)cc(CN4CCN(C(=O)Nc5cc(C)ccc5C)CC4)nc3s2)cc1	13%	-0.1%	10%
CN(C)c1ccc(C(CNC(=O)c2ccccc2)N2CCc3ccccc32)cc1 (stereo unspecified)	-26%	14%	-3%
COc1ccccc1C(=O)Nc1nnc(SCc2cc(=O)c3cc(Cl)ccc3[nH]2)s1	-15%	4.7%	-11%
Cc1cccc(NC(=O)Cn2c(=O)ccc3cc(S(=O)(=O)N4CCCC4)ccc32)c1C	-5%	-0.8%	2%
COCCn1c(C)cc(O)c(C(c2ccccc2)N2CCN(c3ccccc3)CC2)c1=O (stereo unspecified)	37%[activator]	-0.9%	2%
Cc1cccc(NC(=O)CSc2nc3c([nH]c4ccccc43)c(=O)n2-c2ccc(F)cc2)c1C	18%	-1.2%	-9%
CCCN(CCC)C(=O)c1c[nH]c2ccc(S(=O)(=O)N(C)c3ccc(OCC)cc3)cc2c1=O	-1%	0.6%	?
Cc1ccc(S(=O)(=O)Nc2ccc3c(c2)CCCN3C(=O)c2cccs2)cc1C	?	-1.3%	-13%
Cc1ccc(-n2nc(C(=O)N3CCN(c4cc(Cl)ccc4C)CC3)c(=O)n(C)c2=O)cc1	-20%	-0.6%	5%
COC(=O)c1ccc2c(c1)N(Cc1ccc(Cl)cc1)C(=O)c1ccccc1S2	-1%	-0.9%	15%
O=C(Nc1cccc(F)c1)c1ccc2oc(=O)n(Cc3ccccc3)c2c1	?	3.6%	-9%
COc1cn(CC(=O)Nc2cc(C)cc(C)c2)c(CN2CCCCC2)cc1=O	0%	-1.0%	2%
Cc1ccc(C2c3[nH]c4ccccc4c3CCN2C(=O)c2cccc(C)c2)cc1 (stereo unspecified)	-27%	-0.9%	-8%
O=C(CSc1nc(=O)n(Cc2cccnc2)c2c1CCC2)Nc1ccc(F)cc1F	?	1.3%	-9%
Cc1c(-c2cccc(NC(=O)C(C)(C)C)c2)nc2ncccn12	-13%	6.7%	10%
CCN(CC)CCCNC(=O)CN1N=C(c2ccccc2)CCC1=O	-7%	1.6%	3%
CCn1c(=O)cc(SCC(=O)NCc2ccc(Cl)cc2)c2ccccc21	-1%	-0.9%	-2%
COc1ccc(C(=O)NC(c2ccc(Cl)cc2)c2cc(Cl)c3cccnc3c2O)cc1 (stereo unspecified)	?	-0.5%	-20%
Cc1cccc(N2CCN(C(=O)CN3CCSc4ccccc43)CC2C)c1 (stereo unspecified)	-5%	-0.1%	-5%
CC(=O)c1ccc(NC(=O)CSc2nccn2Cc2ccc3c(c2)OCO3)cc1	?	2.4%	6%
COc1ccc(C)cc1NC(=O)C(=O)NCCc1sc(-c2ccc(Cl)cc2)nc1C	7%	2.2%	0%
O=C(CSc1nccn1Cc1ccccc1)NCc1ccc(F)cc1	-1%	-1.0%	5%
CCn1ccc2c(OCC(=O)Nc3ccc(C)c(Cl)c3)cccc2c1=O	7.1µM*	-1.5%	-19%
COc1ccc(CC(=O)NCCc2sc3nc(-c4ccc(OC)cc4)nn3c2C)cc1	-12%	3.0%	0%
CCn1ccc2c(OCC(=O)NCc3ccc(F)cc3)cccc2c1=O	-11%	0.3%	1%
N#Cc1c(NC(=O)c2cc3nc(-c4ccc(Br)cc4)cc(C(F)(F)F)n3n2)sc2c1CCCC2	7%	0.1%	7%
COc1ccc(OC)c(CNC(=O)c2cnc(N(C)C)nc2)c1	-6%	0.4%	5%
COc1ccc(N2CCN(c3csc4ccccc4c3=O)CC2)cc1	?	0.7%	-16%
Fc1ccc(CNc2ncnc3c2c(-c2ccccc2)cn3-c2ccccc2)cc1	-5%	0.3%	2%
COc1ccc(C(=O)NCC(c2cccs2)S(=O)(=O)c2ccc(F)c(C)c2)cc1 (stereo unspecified)	20%	5.4%	-4%
COc1ccc(CC(=O)N2CCc3c([nH]c4ccccc34)C2c2ccc(SC)cc2)cc1 (stereo unspecified)	-22%	-0.9%	0%
CCOc1ccc(Cn2c(CNS(=O)(=O)c3ccc(C(C)(C)C)cc3)nc3cccnc32)cc1	?	5.2%	-9%
COc1ccc(OCC(=O)NCc2ccc3c(c2)CCN3C(=O)c2cccc(C)c2)cc1	?	0.3%	-14%
COc1ccc(-n2nc3c(c2NC(=O)C(=O)N2CCN(C)CC2)CSC3)cc1	0%	-0.8%	1%
CCCNc1ncnc2c1c(-c1ccccc1)cn2-c1ccc(OCC)cc1	?	0.0%	-4%
O=C(Nc1ccc(Cl)cc1Cl)c1cc(S(=O)(=O)N2CCC3(CC2)OCCO3)ccc1F	9%	0.1%	5%
CCCNS(=O)(=O)c1ccc2nc(NC(=O)c3ccc(F)cc3)sc2c1	?	13%	0%
Cc1cc(C)cc(NC(=O)c2sc3nc4n(c(=O)c3c2C)N=C(c2ccc(F)cc2)CS4)c1	4%	2.4%	6%
COc1ccc(NC(=O)C2CCN(c3nc4ccccc4[nH]3)CC2)cc1OC	0%	-0.7%	5%
COc1ccc(-n2cc(C(=O)Oc3cc(C)cc(C)c3)c3ccccc3c2=O)cc1	22%	-0.1%	-5%
CCc1cccc(NC(=O)CSC2=Nc3ccccc3N=C(c3ccc(F)cc3)C2)c1	?	9.5%	13%

Reprinted at random: five entries already listed.
SMILES	TGFb SMAD3 inh	Nrf2 activator	A549 viability
COc1ccc(-n2nc3c(c2NC(=O)C(=O)N2CCN(C)CC2)CSC3)cc1	0%	-0.8%	1%
CCn1ccc2c(OCC(=O)NCc3ccc(F)cc3)cccc2c1=O	-11%	0.3%	1%
COc1ccc(-n2cc(C(=O)Oc3cc(C)cc(C)c3)c3ccccc3c2=O)cc1	22%	-0.1%	-5%
COc1ccc(C(=O)NCC(c2cccs2)S(=O)(=O)c2ccc(F)c(C)c2)cc1 (stereo unspecified)	20%	5.4%	-4%
COc1ccc(OCC(=O)NCc2ccc3c(c2)CCN3C(=O)c2cccc(C)c2)cc1	?	0.3%	-14%

Entries of single compounds, quoted from the list. Order of screens: TGFb SMAD3 inh | Nrf2 activator | A549 viability
CCn1ccc2c(OCC(=O)NCc3ccc(F)cc3)cccc2c1=O reads -11% | 0.3% | 1%
COc1ccc(C(=O)NCC(c2cccs2)S(=O)(=O)c2ccc(F)c(C)c2)cc1 (stereo unspecified) reads 20% | 5.4% | -4%
COC(=O)c1ccc2c(c1)N(Cc1ccc(Cl)cc1)C(=O)c1ccccc1S2 reads -1% | -0.9% | 15%
COc1cn(CC(=O)Nc2cc(C)cc(C)c2)c(CN2CCCCC2)cc1=O reads 0% | -1.0% | 2%
O=c1cc(-c2ccccc2)n2c(SCc3ccccc3Cl)nnc2[nH]1 reads -1% | -0.5% | -2%

Later entries:
SMILES	TGFb SMAD3 inh	Nrf2 activator	A549 viability
COc1ccc(OC)c(S(=O)(=O)NCC(c2ccc(N(C)C)cc2)N2CCOCC2)c1 (stereo unspecified)	-40%	-1.0%	6%
COc1ccc2nc(N(Cc3cccnc3)C(=O)C3CCCCC3)sc2c1	1%	-0.6%	-18%
COc1cccc(-c2nc(SC(C(C)=O)C(=O)N(C)C)c3c(=O)n(C)c(=O)n(C)c3n2)c1 (stereo unspecified)	3%	0.2%	2%
COc1ccc(C(=O)Nc2nnc(SCc3cc(=O)c4cccc(F)c4[nH]3)s2)cc1	-7%	2.1%	4%
COc1ccccc1CNC(=O)CCC1N=C2c3ccccc3N=C(SCC(=O)NCCc3ccccc3)N2C1=O (stereo unspecified)	-4%	4.9%	6%
Cc1ccccc1CN1CCc2nc(Nc3ccc4c(c3)OCCO4)ncc2C1	5%	4.0%	-2%
COc1cc2c(cc1OC)C(COc1ccc(F)cc1)N(C(=O)c1ccccc1F)CC2 (stereo unspecified)	-8%	2.6%	5%
CC(C)c1ccc(NC(=O)CSc2nc3ccccc3nc2Cc2ccccc2)cc1	3%	0.1%	-3%
COc1ccc2c(c1)CC(C(=O)Nc1ccc(OC)cc1OC)CO2 (stereo unspecified)	0%	-0.3%	12%
COC(=O)c1ccccc1NS(=O)(=O)c1cc2c3c(c1)CC(=O)N3CCC2	?	-0.2%	4%
CCOc1ccccc1NC(=O)C(=O)NCCc1sc(-c2cccc(F)c2)nc1C	-4%	-0.5%	5%
CC(=O)N1CCN(c2csc3ccc(Cl)cc3c2=O)CC1	-20%	3.5%	-1%
Cc1cccc2sc(N(Cc3cccnc3)C(=O)C3CCCCC3)nc12	10µM*	1.2%	0%
CCCCNC(=O)c1cnn2c(C)c(Cc3c(F)cccc3Cl)c(C)nc12	-1%	2.1%	1%
Cc1ccc(C)c(NC(=O)Cn2c(=O)ccc3cc(S(=O)(=O)N4CCCC4)ccc32)c1	-11%	-0.8%	0%
COc1cccc(CSc2nc3n(n2)C(CC(C)C)C(C(=O)Nc2ccccc2C)=C(C)N3)c1 (stereo unspecified)	1%	-1.1%	1%
CCC(C)(C)NC(=O)C1CCN(S(=O)(=O)c2c(C)noc2/C=C/c2ccc(C)cc2)CC1	-8%	0.6%	?
CCOc1ccc(S(=O)(=O)NCC(c2cccs2)S(=O)(=O)c2ccc(C)cc2)cc1 (stereo unspecified)	5µM*	12%	0%
COc1cccc2cc(-c3csc(-c4ccc(Cl)cc4)n3)c(=O)oc12	14%	3.3%	2%
Oc1c(C(c2ccccc2F)N2CCOCC2)sc2nc(-c3ccco3)nn12 (stereo unspecified)	-2%	3.4%	-13%
COc1cc(C2CC(=O)c3c([nH]c(C(=O)OC4CCCCC4)c3C)C2)cc(OC)c1OC (stereo unspecified)	-14%	-0.9%	?
Fc1ccc(CSc2nc(NCc3ccccc3)c3ccccc3n2)cc1	?	6.5%	?
CCCCN(C)C(=O)C1CCC(CNS(=O)(=O)c2ccc(Cl)cc2)CC1 (stereo unspecified)	?	-0.9%	3%
COc1ccc(-n2c(C)nc3cc(C(=O)NC4CCCCCC4)ccc32)cc1	3%	3.5%	24%
COc1ccc(NC(=O)C2CCCN(S(=O)(=O)c3cn(C)cn3)C2)cc1Cl (stereo unspecified)	-2%	3.2%	3%
CCc1ccccc1NC(=O)N1CCN(C(=O)c2nsc3ccccc23)CC1	0%	0.3%	8%
CCN(CC)C(=O)c1sc2c(c1C)c(=O)n(-c1ccc(C)c(C)c1)c(=O)n2Cc1cccc(Cl)c1	-9%	0.5%	-10%
CCN(c1ncnc2c1cnn2-c1ccc(C)cc1)C1CCCCC1	5%	-0.4%	7%
CCOC(=O)c1ccc(N2CCN(c3cccc(OC)c3)CC2)c(NC(=O)Nc2ccc(OCC)cc2)c1	-11%	-1.1%	?
